Rab9 promoter act: Rab9 promoter activation. Huh7 Rab9 promoter-luciferase reporter, luminescence, 24 h. Potency, µM (series often up to 9.22 µM), inactives show at the highest dose activation, negative = inhibition, most hits filed as activators. 320,000 tested, 2.8% active; also: % of control where 0% means no effect; nearly all actives have a fitted effect of over 60% in size
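Luminescence from Amplite-detected luciferase (10 minutes, ambient) reports Rab9 promoter activation. Before that, stable Rab9-luciferase Huh7 cells (1500/well, reduced-serum OP-MEM I plus 10% FBS) were exposed to compound for 24 hours at 37C.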
ELG1 genotox: genotoxicity induction in ELG1-luciferase HEK293T cells; HEK293T ELG1-luciferase reporter, luminescence, 16 h; Potency, µM (doses to about 46 µM), for the others: at the highest dose activity change, positive = activation, actives largely listed as activators; 330,000 tested, 1.3% active; AID 504466; also: % of control where 0% means no effect; nearly all actives have a fitted effect of over 60% in size
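ELG1-luciferase HEK293T cells, 2,000/well; compound pinned in; 16 hr, 37 °C, 5% CO2; ONE-Glo, 30 min RT; luminescence on CCD imager.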
NPC1 promoter act: activates the NPC1 promoter | Huh7 NPC1 promoter luciferase reporter, 24 h | 320,000 tested, 2.4% active | Potency, µM (highest dose often 9.22 µM), for inactives: at the top dose activation, hits mostly activators;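 also: % of control where 0% means no effect; nearly all actives have a fitted effect of over 60% in size; reporter is driven by a mutant NPC1 promoter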
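Huh7 reporter cells (NPC1 promoter driving luciferase) are dosed with compound for 24 h at 37 °C, 5% CO2; luciferase detection reagent is then added and luminescence measured after 10 min at ambient temperature.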
uPA surface inh: blocks generation of uPA at the cell surface. cell surface uPA generation assay, qHTS. Potency, µM (highest dose often 38.3 µM), without a hit: at the highest dose activity change, negative = inhibition, actives largely listed as inhibitors. 330,000 tested, 0.31% active; active = well fitted inhibition curve with a large enough effect; inconclusive = small, poorly fitted or top-dose-only effect; inactive = no such curve, though single readings can be large or run the other way; tested in mouse RAW 264.7 cells; also: % is scaled to controls: 0 for no effect and ±100 for the full control effect; nearly all actives have a fitted effect of over 55% in size
RORg inh: ROR gamma (mouse) transcription inhibition; 310,000 tested, 5.4% active; Drosophila S2 Gal4-RORgamma UAS-luciferase reporter, 20 h; Potency, µM (series often up to 53.6 µM), without a hit: top-dose activity change, negative = inhibition, actives largely listed as inhibitors; P51450; also: % is scaled to controls: 0 for no effect and ±100 for the full control effect; nearly all actives have a fitted effect of over 60% in size
Target sequence (P51450 whole entry, looked up, the tested form may be a part): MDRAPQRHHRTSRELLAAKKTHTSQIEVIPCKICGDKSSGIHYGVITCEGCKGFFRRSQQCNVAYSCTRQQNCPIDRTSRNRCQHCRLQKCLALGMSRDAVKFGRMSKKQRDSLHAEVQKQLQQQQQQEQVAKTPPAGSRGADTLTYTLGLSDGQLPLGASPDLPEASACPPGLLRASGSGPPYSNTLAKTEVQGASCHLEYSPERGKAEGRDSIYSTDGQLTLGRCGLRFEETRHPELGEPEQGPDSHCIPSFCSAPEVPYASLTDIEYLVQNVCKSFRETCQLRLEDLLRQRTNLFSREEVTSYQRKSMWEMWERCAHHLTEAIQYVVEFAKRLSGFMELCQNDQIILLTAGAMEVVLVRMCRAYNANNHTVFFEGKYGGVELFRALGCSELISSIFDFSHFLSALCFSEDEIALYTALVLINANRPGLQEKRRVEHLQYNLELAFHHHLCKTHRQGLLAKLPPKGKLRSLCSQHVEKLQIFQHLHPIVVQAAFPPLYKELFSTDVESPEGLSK
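Read-out: Photinus luciferase luminescence; inhibitors lower reporter signal. Insect Schneider cells with Gal4-ROR gamma fusion under metallothionein promoter, UAS reporter; 700 uM final copper sulfate induction, 20 hr, ambient temperature.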
Gal4-VP16 FLuc: inhibits Gal4-VP16 luciferase reporter, ROR gamma counter-screen | Drosophila S2 Gal4-VP16 UAS-luciferase, luminescence, 20 h | Potency, µM (highest dose often 53.6 µM), for the others: at the highest dose activity, negative = inhibition, actives largely listed as inhibitors | 310,000 tested, 3.5% active | AID 2546;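 also: Gal4-VP16 expression switched on by copper sulfate through the metallothionein promoter; % is scaled to controls: 0 for no effect and ±100 for the full control effect; nearly all actives have a fitted effect of over 50% in size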
FLuc counter: counter-screen for miR-21 project: firefly luciferase inhibitors or activators; purified FLuc, Km substrates, luminescence inhibition; AID 588342; 360,000 tested, 6.9% active; Potency, µM (titrated, usually from 57.5 µM), without a hit: at the highest dose activity change, negative = inhibition, actives largely listed as inhibitors; P08659;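 also: plate controls were vehicle for no effect and reference inhibitor for full effect; nearly all actives have a fitted effect of over 55% in size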
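Purified P. pyralis luciferase (10nM final) with 10uM D-luciferin and 10uM ATP (Km levels) in 50mM Tris acetate pH 7.5, 10mM Mg acetate, 0.01% Tween-20, 0.05% BSA; qHTS 6-point titration, ~60 µM downward; luminescence read.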
BRCA1 expr up: increases BRCA1 expression; Potency, µM (highest dose often 46.1 µM), for inactives: at the top dose activation, usual class: activators; 380,000 tested, 1.1% active; AID 624202; MCF7-BRCA1-FFLuc reporter, luminescence, 48 h; response scale: scaled: vehicle 0%, 10 µM genistein 100%; also: nearly all actives have a fitted effect of over 80% in size; some results filed as inactive show a strong effect at the top dose
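First, MCF7-BRCA1-FFLuc cells (2000/well) attach for 2 h; next, compounds are pin-added and incubated 48 h at 37 °C; finally, luciferase reagent is added and luminescence read after 15 min.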
MBNL1 CUG block: inhibitors of human MBNL1 binding to CUG repeat RNA; TR-FRET MBNL1-His/biotin-(CUG)12 binding, 665/545 ratio; Potency, µM (titrated, usually from 57.5 µM), for inactives: top-dose activity change, negative = inhibition, usual class: inhibitors; 280,000 tested, 0.036% active; active = well fitted inhibition curve with a large enough effect in the signal ratio, with a control signal flat, not every such curve was filed as active; inconclusive = small, poorly fitted or top-dose-only effect, or effect the other way, or a change in a side signal; inactive = no such curve, though single readings can be large or run the other way; the % refers to the signal ratio; also: % is scaled to controls: 0 for no effect and ±100 for the full control effect
Target sequence (Q9NR56 whole entry, looked up): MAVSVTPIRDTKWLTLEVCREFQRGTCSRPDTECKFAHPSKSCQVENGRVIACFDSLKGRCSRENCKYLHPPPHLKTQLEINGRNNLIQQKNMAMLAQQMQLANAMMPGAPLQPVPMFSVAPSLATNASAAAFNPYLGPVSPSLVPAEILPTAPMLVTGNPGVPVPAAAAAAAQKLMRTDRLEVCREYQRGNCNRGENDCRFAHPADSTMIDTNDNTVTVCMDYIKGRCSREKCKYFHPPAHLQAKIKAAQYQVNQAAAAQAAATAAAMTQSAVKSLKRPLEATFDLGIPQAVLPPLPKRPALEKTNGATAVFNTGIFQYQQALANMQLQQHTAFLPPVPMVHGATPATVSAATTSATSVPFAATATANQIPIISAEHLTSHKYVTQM
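TR-FRET between His-tagged MBNL1 and biotin-(CUG)12 RNA, detected with Tb anti-His antibody (0.055 ng/ul) and streptavidin-XL665 (5 nM), 60 min at room temperature. Compounds titrated 92 nM to 58 uM; 665/545 nm ratio normalized to buffer and complex controls.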
p53 reactivation: restores transcriptional activity of mutant p53; H1299 p53-A138V BP100-luciferase reporter, luminescence, 24 h; Potency, µM (top dose mostly 92.2 µM), inactives show at the highest dose activity change, positive = activation, hits mostly activators; 320,000 tested, 0.063% active; AID 504706; also: % of control where 0% means no effect; nearly all actives have a fitted effect of over 45% in size
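p53-null H1299 cells stably carrying temperature-sensitive p53-A138V and a BP100-luciferase reporter were pinned with compounds (4-point, 1:5 series) and held 24 hrs at 37 deg C. Luminescence was read 10 min after detection reagent.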
Numbers without * were called inactive; ? = inconclusive; / = no result given; & = joins results of further samples; [ ] = another dose, or the depositor's remark. Unless noted, calls follow the shape of the dose curve; as a rule, active = well fitted curve in the direction sought with a large enough effect; inconclusive = small, poorly fitted or top-dose-only effect, or another doubt; inactive = no such curve, though single readings can be large; an effect the other way counts as inactive or inconclusive. Potency is read from the fitted curve at half-maximal effect. Compounds were not picked by outcome. Share with any hit: about 13%.

cpd	mol	Rab9 promoter act	ELG1 genotox	NPC1 promoter act	uPA surface inh	RORg inh	Gal4-VP16 FLuc	FLuc counter	BRCA1 expr up	MBNL1 CUG block	p53 reactivation
1	CC1CCCCN1S(=O)(=O)c1ccc(C(=O)Nc2nnc(-c3ccncc3)o2)cc1 (stereo not drawn)	-6%	-14%	-12%	1%	6%	8%	?	-91%[inhibitor]	6%	8%
2	Cc1ccc(C(=O)NNC(=S)NCC2CCCO2)cc1[N+](=O)[O-] (stereo not drawn)	1%	1%	-1%	-9%	5.6µM*	-22%	4%	-3%	12%	14%
3	CC(C)OC(=O)C(C(=O)C(F)(F)F)c1cc(NS(=O)(=O)c2ccc3ccccc3c2)c2ccccc2c1O (stereo not drawn)	-5%	-11%	6%	-5%	-4%	?	-17%	-96%[inhibitor]	1%	-19%
4	CC(C)NS(=O)(=O)c1cc(C(=O)O)ccc1Cl	-5%	1%	-1%	1%	-3%	-2%	-2%	-1%	-4%	22%
5	CC(=O)N1C(=O)N(C)C2C1N(C(C)=O)C(=O)N2C (stereo not drawn)	-6%	-2%	2%	1%	-35%	-1%	0%	4%	-8%	-1%
6	CSCCC(NC(=O)c1ccccc1Cl)C(=O)NC1CCN(Cc2ccccc2)CC1 (stereo not drawn)	-6%	-8%	2%	12%	-16%	3%	4%	-39%	-2%	-8%
7	O=C(Cc1ccc(Cl)cc1)Nc1ccc(S(=O)(=O)N2CCOCC2)cc1	-2%	-5%	0%	-2%	4%	10%	2%	-31%	1%	-1%
8	CN(C(=O)COC(=O)c1ccc[nH]c1=O)C1CCCCC1	8%	2%	-4%	3%	?	2%	0%	-6%	0%	15%
9	Cc1ccccc1C1N(c2nccs2)C(=O)C2CCCN21 (stereo not drawn)	-4%	1%	-4%	1%	?	?	0%	0%	5%	3%
10	COc1ccc(CNC(=O)C2CCC(CNS(=O)(=O)c3cccc4nsnc34)CC2)cc1 (stereo not drawn)	-2%	7%	-3%	-6%	-30%	3%	-1%	0%	?	4%
11	CC(Sc1nc2scc(-c3ccccc3)c2c(=O)[nH]1)C(=O)NC(N)=O (stereo not drawn)	-3%	0%	-5%	0%	-6%	2%	-1%	-12%	6%	28%
12	Cc1ccc(C(=O)COC(=O)C2CCC2)cc1	-3%	2%	0%	-3%	18%	3%	0.38µM*	8%	0%	2%
13	COc1ccc(C(=O)NCC(=O)NCc2ccncc2)cc1	/	3%	/	4%	/	/	/	-14%	/	-4%
14	CCOC(=O)c1sc(=S)n(-c2ccc(Cl)cc2)c1SC	8%	-9%	-1%	1%	?	-2%	0%	-2%	-1%	-5%
15	C#CCOCCOCCOCCNc1nc(N2CCN(C(=O)CCCCCCCCCCNC(=O)[C@@H](CCC(=O)O)n3cc(CCCCCN)nn3)CC2)nc(N2CCN(C(=O)CCCCCCCCCCNC(=O)[C@H](CO)n3cc(CCCSC)nn3)CC2)n1	-2%	3%	5%	7%	/	/	0%	-11%	/	18%
16	Cc1noc(C)c1COc1ccccc1C(=O)N1CCN(c2cccc(Cl)c2)CC1	-11%	0%	-21%	?	/	/	-5%	-40%	/	-6%
17	O=C(CSc1nnnn1-c1ccc(Cl)cc1)NC1CCS(=O)(=O)C1 (stereo not drawn)	/	2%	/	9%	/	/	/	-12%	/	-1%
18	NC1=NC(=Nc2ccccc2)c2ccccc21	1%	?	-5%	-9%	0%	1%	-19%	-41%	17%	27%
19	O=C(NCC1CCCN1S(=O)(=O)c1cccs1)C(=O)Nc1ccccc1Cl (stereo not drawn)	13%	0%	1%	0%	/	/	-20%	23%	/	5%
20	CSc1ncccc1C(=O)NC1CCN(Cc2ccccc2)CC1	2%	3%	2%	4%	8%	-7%	-3%	-16%	-10%	1%

Looked up above:
`Cc1ccc(C(=O)COC(=O)C2CCC2)cc1` – Rab9 promoter act: -3%
`CCOC(=O)c1sc(=S)n(-c2ccc(Cl)cc2)c1SC` – uPA surface inh: 1%
`CC1CCCCN1S(=O)(=O)c1ccc(C(=O)Nc2nnc(-c3ccncc3)o2)cc1` (stereo not drawn) – RORg inh: 6%
`CN(C(=O)COC(=O)c1ccc[nH]c1=O)C1CCCCC1` – uPA surface inh: 3%
`CC(C)OC(=O)C(C(=O)C(F)(F)F)c1cc(NS(=O)(=O)c2ccc3ccccc3c2)c2ccccc2c1O` (stereo not drawn) – RORg inh: -4%

Remaining list, next part.
cpd	mol	Rab9 promoter act	ELG1 genotox	NPC1 promoter act	uPA surface inh	RORg inh	Gal4-VP16 FLuc	FLuc counter	BRCA1 expr up	MBNL1 CUG block	p53 reactivation
21	NC(=O)NC(=O)COC(=O)CNS(=O)(=O)c1ccc(F)c(F)c1F	-1%	0%	1%	-19%	4%	2%	-2%	8%	/	1%
22	COc1ccc(OC)c(-n2cnc3cc(C(=O)NCCCN4CCOCC4)ccc32)c1	5%	13%	-1%	-1%	-32%	0%	0%	-5%	-6%	-6%
23	CC1(c2ccccc2)NC(=O)N(CC(=O)NC(=O)NC2CCCC2)C1=O (stereo not drawn)	10%	-4%	0%	3%	45%	7%	4%	-30%	-6%	-4%
24	CCCCc1nnc(NC(=O)CSc2nc(=O)cc(N)n2-c2ccccc2)s1	-4%	-1%	-2%	/	13%	10%	4%	11%	-12%	18%
25	Cc1ccc(NC(=O)c2sccc2C)nc1	0.5µM*	2.9µM*	0.89µM*	-20%	-40%	-24%	12µM*	80%	-5%	9%
26	CN(C)c1ccc(CNS(=O)(=O)c2ccc3c(c2)C(C)(C)C(=O)N3C)cc1	-2%	-6%	1%	-13%	-32%	7%	-5%	-1%	-7%	4%
27	CSc1ccc(CN2CCC(Oc3ccc(C(=O)N4CCCC4)cc3)CC2)cc1	-6%	-4%	0%	-7%	0%	-14%	-1%	-14%	-8%	5%
28	COc1cccc(NC(=O)COC(=O)C2C3CC4OC(=O)C2C4C3)c1 (stereo not drawn)	0%	4%	-5%	0%	-7%	0%	?	-4%	-6%	7%
29	O=C(COc1ccc(NS(=O)(=O)c2ccc(F)cc2)cc1)N1CCOCC1	-1%	-1%	-1%	-8%	1%	3%	6%	-3%	-5%	0%
30	COCCn1c(SCc2nc3ccccc3c(=O)[nH]2)nc2ccccc2c1=O	-2%	-4%	-4%	2%	5%	9%	1%	-9%	8%	2%
31	COc1ccc(C(=O)NNC(=S)NC(=O)/C=C/c2cccs2)cc1	3.5µM*	21µM*	3.5µM*	-2%	?	-4%	2.7µM*	0%	5%	6%
32	CC(C)(C)c1ccc(OCCC(=O)OCC(=O)NC2CCCCC2)cc1	2%	2%	1%	-1%	/	/	17µM*	-2%	/	-4%
33	Cc1noc(C)c1COC(=O)c1cc(S(=O)(=O)N2CCOCC2)ccc1F	-2%	1%	-2%	-1%	/	/	-1%	4%	/	4%
34	CCN(CC)C(=O)N1CCN(S(=O)(=O)c2ccccc2)CC1	-4%	-1%	0%	-9%	13%	1%	0%	6%	-8%	-3%
35	Cc1cc(Cl)c2oc(C(=O)N(C)Cc3cc(C)[nH]n3)c(C)c2c1	2%	14%	2%	-8%	-3%	-5%	-2%	-8%	-10%	-19%
36	CCOC(=O)c1oc2ccccc2c1NC(=O)c1cccc(OC)c1	9%	4%	-1%	/	22%	-2%	1%	-8%	-5%	5%
37	CC(NC(=O)Cc1ccc(F)cc1)C(c1cccs1)N1CCN(C)CC1 (stereo not drawn)	-2%	-1%	-2%	2%	?	-3%	1%	10%	-3%	5%
38	CCOc1cc2[nH]c(=O)n(Cc3ccccc3)c(=O)c2cc1OCC	6%	1%	6%	-4%	11%	-8%	0%	-2%[1.84 µM]	7%	2%
39	COC(=O)c1ccc(N=NN2CCCCC2)cc1	2.2µM*	8.2µM*	2.8µM*	-5%	-19%	-15%	8.5µM*	0%	5%	14%
40	CCOC(=O)CCc1c(C)nc2c(c(C)nn2-c2ccc(C)cc2)c1C	-4%	-5%	-1%	3%	-9%	7%	-3%&-6%	-12%&2%	-5%	-1%

Rewritten with two lines to a compound: two of the compounds above
Results follow in this order: Rab9 promoter act, ELG1 genotox, NPC1 promoter act, uPA surface inh, RORg inh, Gal4-VP16 FLuc, FLuc counter, BRCA1 expr up, MBNL1 CUG block, p53 reactivation
40: CCOC(=O)CCc1c(C)nc2c(c(C)nn2-c2ccc(C)cc2)c1C
    -4%, -5%, -1%, 3%, -9%, 7%, -3%&-6%, -12%&2%, -5%, -1%
31: COc1ccc(C(=O)NNC(=S)NC(=O)/C=C/c2cccs2)cc1
    3.5µM*, 21µM*, 3.5µM*, -2%, ?, -4%, 2.7µM*, 0%, 5%, 6%

Compound activity deposited in PubChem by National Center for Advancing Translational Sciences (NCATS).
